Screening data (PubChem BioAssay)
Yfh1-off respiration – enhancers of respiration in Yfh1-depleted yeast, dose response, Friedreich's ataxia, plus single-dose screen (AID 1465) | one-dose fold induction at 50 µM; EC50 in µM for titrated hits | hit rate 0.074% among 220,000 | S. cerevisiae Yfh1-off respiration, WST-1 reduction, 72 h; higher fold induction means a stronger effect;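 active means fold induction of absorbance versus untreated yeast above a set limit, then at least 30% activation at any dose in follow-up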;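 further: activators that raise dye reduction in frataxin-depleted yeast; strong numbers were not always called active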
Ins promoter up – MIN6 insulin promoter up-regulation; MIN6 insulin promoter-GFP reporter, high-content imaging; stronger effect = higher value; z-score at 5 µM; hit rate 0.3% among 190,000;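 active means z-score above 3 at 5 µM with at least 500 cells counted in the well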
b-catenin transl – alters nuclear translocation of beta-catenin in HeLa cells. immunofluorescence imaging. nuclear translocation activity, % at 5 µM. hit rate 0.3% among 190,000. AID 1665;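 active means nuclear translocation activity above 50% at 5 µM, with a well cell count of 50 or more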;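 further: per-cell ratio of nuclear to cytoplasmic median beta-catenin stain intensity; plate controls were DMSO negative control for no effect and GSK-3 inhibitor IX positive control for full effect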
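Assay system: human HeLa cells, native beta-catenin; doses: 5 µM primary, 0.02–20 µM confirmation; incubation: compound treatment 24 h, 37°C, 5% CO2; technique: fluorescence imaging of beta-catenin antibody stain plus DAPI; measure: % activation, nuclear-to-cytoplasmic median beta-catenin signal ratio per cell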
AID2073 – inhibitors of Mint1-CaV2.2 protein interaction, biochemical, HTRF (AID 2073); HTRF protein-protein interaction, Mint1-CaV2.2; higher % means a stronger effect; one-dose inhibition, % at 20 µM; IC50 in µM for titrated hits; hit rate 0.19% among 290,000; in the data active means inhibition mostly above about 51%, no sharp cut-off; further: some results filed as inactive read as strong as hits
HIV peptide binding – cell-free HIV fusion peptide-binding blockers – biochemical, uHTS, fluorescence dequenching, primary screen (AID 1986); hit rate 0.3% among 290,000; inhibition, % at 20 µM; hits with a dose series show IC50 in µM; cell-free peptide binding, fluorescence dequenching, 30 min; higher % means a stronger effect; in the data active means inhibition mostly above about 52%, no sharp cut-off; inactive means mostly below about 76%; further: some results filed as inactive read as strong as hits
Autophagy HCS – modulators of autophagy | MEF GFP-LC3 puncta imaging; test concentration mostly 10 µM | calls only at 10 µM (by protocol) | hit rate 0.98% among 190,000;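 active means percentage of spot-positive cells more than 3 SD above its plate mean, without a fluorescence outlier flag or 80% toxicity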;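 further: spot-positive cell cutoff set from DMSO-treated cells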
MT stabilize HCS – microtubule stabilization, imaging screen | AID 2205 | % tubulin-high responders, % at 10 µM | hit rate 0.83% among 200,000 | HeLa tubulin immunostaining HCS, 24 h; share of cells brighter than vehicle mean+2SD;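 active means plate Z-score above 3 for both tubulin-high and condensed-nucleus cell shares, with cell loss under 80%, at 10 µM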;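 further: anti alpha tubulin signal scored within the nucleus-defined area of each cell; some results filed as inactive read as strong as hits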
Dynein transport – dynein cargo transport inhibition; hit rate 0.47% among 220,000; z-score, hits read low; 3617.4 mouse cells, GR-EGFP nuclear translocation imaging; test concentration mostly 20 µM; stimulated with dexamethasone, 1 µM; stronger effect = lower value;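 active means plate z-score of nuclear minus cytoplasmic receptor signal below a set negative limit, without overly bright fluorescence or cell loss, cut at about -3.5 in these data, passing the limit was not always enough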;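 further: z-score of nuclear minus cytoplasmic ring GR-EGFP intensity difference per well; some compounds called inactive have numbers as strong as hits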
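Buffer or medium – tet-free medium with charcoal-stripped serum · Signal – automated 10x imaging of fixed Hoechst-stained cells · Also added – dexamethasone agonist, 1.0 µM final, for 30 min · Incubation – induction 48 h, compound 1 h, agonist 30 min · Read-out – GR-EGFP nuclear translocation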
WT yeast gro inh – growth inhibition of WT yeast, mitochondrial fusion screen. inhibition, % at 10 µM. mitochondrial fusion phenotypic screen, WT strain. AID 1362. hit rate 2.1% among 190,000; in the data active means inhibition above about 58%; tested in S. cerevisiae
WT yeast gro inh mutant strain – also measured in WT yeast gro inh; calls as there; inhibition, %; mitochondrial fusion phenotypic screen, mutant strain inhibition
Dynein transport cytoplasmic EGFP – further read-out of Dynein transport, marked with its call; z-score; measured here: cytoplasmic GR-EGFP intensity; stronger effect = higher value
Dynein transport nuclear GR-EGFP – also measured in Dynein transport; calls as there; z-score; measured here: nuclear GR-EGFP intensity;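 lower value marks the stronger effect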
Dynein transport cell count – second read-out of Dynein transport, no call of its own (marks repeat the call); z-score; measured here: cell count per field
Ins promoter up cell count – second read-out of Ins promoter up, no call of its own (marks repeat the call); cell count; measured here: cytotoxicity, nuclei count;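 total cells summed across four imaged fields per well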
b-catenin transl cell count 5 µM – recorded beside b-catenin transl, whose call it bears; cell count; measured here: cell count, cytotoxicity flag
MT stabilize HCS Hoechst-high % – also measured in MT stabilize HCS; calls as there; % Hoechst-high responders; measured here: nuclear condensation Hoechst responders;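 share of cells brighter than vehicle mean plus two SD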
MT stabilize HCS cytotoxicity % – also measured in MT stabilize HCS; calls as there; toxicity, %; measured here: cytotoxicity by cell density;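 0% = mean cell density of plate MIN control wells and 100% = no cells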
Autophagy HCS cell loss 18 h – further read-out of Autophagy HCS, marked with its call; toxicity, %; measured here: cell loss, nuclei count;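 cell loss after 18 h compound exposure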
* hit, by the source's call.

CCn1ncc([N+](=O)[O-])c1C(=O)Nc1cc(C)on1 was read as Yfh1-off respiration inactive, Ins promoter up 0.54, b-catenin transl -1.3, AID2073 3.3%, HIV peptide binding 1.2%, Autophagy HCS inactive, MT stabilize HCS 2.3, Dynein transport 1.18, WT yeast gro inh -5.7, WT yeast gro inh mutant strain 5.7, Dynein transport cytoplasmic EGFP -0.198, Dynein transport nuclear GR-EGFP 0.867, Dynein transport cell count -0.937, Ins promoter up cell count 1285, b-catenin transl cell count 5 µM 948, MT stabilize HCS Hoechst-high % 1.6, MT stabilize HCS cytotoxicity % 10.9 and Autophagy HCS cell loss 18 h 12.7.
For Cc1cc(C)cc(NC(=S)NCC2CCCO2)c1 (stereo not drawn) the results were Yfh1-off respiration inactive, Ins promoter up 0.95, b-catenin transl -2.6, AID2073 3.0%, HIV peptide binding -1.8%, Autophagy HCS inactive, MT stabilize HCS 3.3, Dynein transport -0.81, WT yeast gro inh 4.9, WT yeast gro inh mutant strain -8.9, Dynein transport cytoplasmic EGFP -0.189, Dynein transport nuclear GR-EGFP -0.574, Dynein transport cell count 0.496, Ins promoter up cell count 1406, b-catenin transl cell count 5 µM 1005, MT stabilize HCS Hoechst-high % 1.4, MT stabilize HCS cytotoxicity % 4.0 and Autophagy HCS cell loss 18 h -4.3.
`O=C(N/N=C/c1ccncc1)c1ccc(NC(=O)c2cccc(Cl)c2)cc1` gave Yfh1-off respiration inactive, b-catenin transl -3.6, AID2073 35.3%, HIV peptide binding -5.2%, Autophagy HCS inactive, MT stabilize HCS 1.7, Dynein transport 0.245, WT yeast gro inh 7.2, WT yeast gro inh mutant strain -5.0, Dynein transport cytoplasmic EGFP -0.281, Dynein transport nuclear GR-EGFP 0.103, Dynein transport cell count 0.0251, b-catenin transl cell count 5 µM 561, MT stabilize HCS Hoechst-high % 1.5, MT stabilize HCS cytotoxicity % 5.2 and Autophagy HCS cell loss 18 h 3.0.
For Cc1ccc(SCc2[nH]nc3c2C2(C(=O)N(C)c4ccccc42)C(C#N)=C(N)O3)cc1 (stereo not drawn) the results were Ins promoter up 0.83, b-catenin transl -4.7, AID2073 21.5%, HIV peptide binding 0.7%, Autophagy HCS inactive, MT stabilize HCS 2.8, Dynein transport 0.0431, WT yeast gro inh -5.7, WT yeast gro inh mutant strain -9.3, Dynein transport cytoplasmic EGFP -0.276, Dynein transport nuclear GR-EGFP 0.0484, Dynein transport cell count -0.529, Ins promoter up cell count 902, b-catenin transl cell count 5 µM 1142, MT stabilize HCS Hoechst-high % 2.1, MT stabilize HCS cytotoxicity % 2.2 and Autophagy HCS cell loss 18 h -0.4.
For O=C(Cn1cnc2c(cnn2-c2ccccc2)c1=O)NC1CCCC1 the results were Yfh1-off respiration inactive, Ins promoter up 1.01, b-catenin transl -1.1, AID2073 0.5%, HIV peptide binding -2.0%, Autophagy HCS inactive, MT stabilize HCS 2.3, Dynein transport -0.379, WT yeast gro inh 7.0, WT yeast gro inh mutant strain -1.8, Dynein transport cytoplasmic EGFP -0.195, Dynein transport nuclear GR-EGFP -0.0277, Dynein transport cell count -0.0992, Ins promoter up cell count 1966, b-catenin transl cell count 5 µM 993, MT stabilize HCS Hoechst-high % 3.8, MT stabilize HCS cytotoxicity % 6.5 and Autophagy HCS cell loss 18 h -1.8.
`Cc1ccc(/C=C/C(=O)N(Cc2cccs2)C2CCS(=O)(=O)C2)cc1` (stereo not drawn) gave Yfh1-off respiration inactive, Ins promoter up -0.2, b-catenin transl -0.1, AID2073 -1.9%, HIV peptide binding 2.0%, Dynein transport -0.724, Dynein transport cytoplasmic EGFP -0.255, Dynein transport nuclear GR-EGFP -0.455, Dynein transport cell count 0.856, Ins promoter up cell count 1087 and b-catenin transl cell count 5 µM 1356.
Screening Cc1c(NC(=O)COC(=O)C(c2ccc(Cl)cc2)C(C)C)c(=O)n(-c2ccccc2)n1C (stereo not drawn) returned Yfh1-off respiration inactive, AID2073 -9.4%, HIV peptide binding 0.9%, Autophagy HCS inactive, MT stabilize HCS 0.9, Dynein transport 0.335, WT yeast gro inh -14.9, WT yeast gro inh mutant strain -1.6, Dynein transport cytoplasmic EGFP -0.224, Dynein transport nuclear GR-EGFP 0.842, Dynein transport cell count 1.92, MT stabilize HCS Hoechst-high % 0.8, MT stabilize HCS cytotoxicity % 8.9 and Autophagy HCS cell loss 18 h -14.5.
COc1cccc(NC(=O)Cn2nnc(-c3ccccc3N)n2)c1 was read as Yfh1-off respiration inactive, Ins promoter up -0.64, b-catenin transl 0.4, AID2073 9.9%, HIV peptide binding 1.3%, Autophagy HCS inactive, MT stabilize HCS 4.9, Dynein transport 0.0495, WT yeast gro inh -3.1, WT yeast gro inh mutant strain -15.7, Dynein transport cytoplasmic EGFP -0.178, Dynein transport nuclear GR-EGFP 0.821, Dynein transport cell count 0.558, Ins promoter up cell count 1022, b-catenin transl cell count 5 µM 1096, MT stabilize HCS Hoechst-high % 2.1, MT stabilize HCS cytotoxicity % 9.4 and Autophagy HCS cell loss 18 h 17.9.
COc1ccc(-c2nc3c(-c4ccc(Cl)cc4)cnn3cc2C)cc1F was read as Yfh1-off respiration inactive, Ins promoter up 1.09, b-catenin transl 5.3, AID2073 0.6%, HIV peptide binding -0.6%, Autophagy HCS inactive, MT stabilize HCS 4.5, Dynein transport 1.63, WT yeast gro inh 3.0, WT yeast gro inh mutant strain 2.9, Dynein transport cytoplasmic EGFP 0.052, Dynein transport nuclear GR-EGFP 0.795, Dynein transport cell count -0.843, Ins promoter up cell count 1549, b-catenin transl cell count 5 µM 921, MT stabilize HCS Hoechst-high % 4.8, MT stabilize HCS cytotoxicity % 1.2 and Autophagy HCS cell loss 18 h 4.5.
Screening OC(CN1C2=NCCCN2c2ccccc21)c1ccc(Br)cc1 (stereo not drawn) returned Yfh1-off respiration inactive, Ins promoter up -0.68, b-catenin transl -1.1, AID2073 4.0%, HIV peptide binding 0.4%, Autophagy HCS inactive, MT stabilize HCS 2.1, Dynein transport -0.152, WT yeast gro inh -6.3, WT yeast gro inh mutant strain 1.5, Dynein transport cytoplasmic EGFP 0.105, Dynein transport nuclear GR-EGFP 0.254, Dynein transport cell count -0.29, Ins promoter up cell count 916, b-catenin transl cell count 5 µM 1014, MT stabilize HCS Hoechst-high % 1.5, MT stabilize HCS cytotoxicity % 8.0 and Autophagy HCS cell loss 18 h -0.5.
`C=C(C)C1Cc2c(C)nn(-c3cccc4ccccc34)c2C1` (stereo not drawn) gave Yfh1-off respiration inactive, Ins promoter up 0.13, AID2073 -7.8%, HIV peptide binding 0.3%, Autophagy HCS inactive, MT stabilize HCS 2.1, Dynein transport -1.39, WT yeast gro inh 85.7*, WT yeast gro inh mutant strain 61.8*, Dynein transport cytoplasmic EGFP -0.0786, Dynein transport nuclear GR-EGFP -0.504, Dynein transport cell count 0.616, Ins promoter up cell count 515, MT stabilize HCS Hoechst-high % 1.6, MT stabilize HCS cytotoxicity % 4.7 and Autophagy HCS cell loss 18 h -3.0.
`Cc1c(NC(=O)C(C)OC(=O)c2cc3c4ccccc4n(C)c3s2)c(=O)n(-c2ccccc2)n1C` (stereo not drawn) gave Yfh1-off respiration inactive, Ins promoter up 0.77, AID2073 -1.2%, HIV peptide binding 7.1%, Autophagy HCS inactive, MT stabilize HCS 4.0, Dynein transport 0.243, WT yeast gro inh 40.1, WT yeast gro inh mutant strain -1.5, Dynein transport cytoplasmic EGFP -0.0222, Dynein transport nuclear GR-EGFP 0.5, Dynein transport cell count 0.0663, Ins promoter up cell count 1277, MT stabilize HCS Hoechst-high % 1.1, MT stabilize HCS cytotoxicity % 9.2 and Autophagy HCS cell loss 18 h -5.1.
COc1cc(C(=O)NCc2nnc(SCC(=O)NCc3ccccc3)o2)cc(OC)c1OC was read as Yfh1-off respiration inactive, Ins promoter up 0.72, AID2073 -8.2%, HIV peptide binding -3.6%, Autophagy HCS inactive, MT stabilize HCS 0.8, Dynein transport 0.268, WT yeast gro inh 1.4, WT yeast gro inh mutant strain 1.9, Dynein transport cytoplasmic EGFP -0.152, Dynein transport nuclear GR-EGFP 0.462, Dynein transport cell count -0.772, Ins promoter up cell count 982, MT stabilize HCS Hoechst-high % 0.9, MT stabilize HCS cytotoxicity % 7.8 and Autophagy HCS cell loss 18 h -2.2.
Screening Cc1cccc(C)c1NC(=O)Nc1ccc2c(c1)OCO2 returned Yfh1-off respiration inactive, Ins promoter up 0.43, b-catenin transl -1.1, AID2073 -8.4%, HIV peptide binding -0.6%, Autophagy HCS inactive, MT stabilize HCS 3.7, Dynein transport -0.26, WT yeast gro inh -12.7, WT yeast gro inh mutant strain 10.0, Dynein transport cytoplasmic EGFP -0.361, Dynein transport nuclear GR-EGFP -0.671, Dynein transport cell count -0.217, Ins promoter up cell count 1350, b-catenin transl cell count 5 µM 1092, MT stabilize HCS Hoechst-high % 2.0, MT stabilize HCS cytotoxicity % 7.7 and Autophagy HCS cell loss 18 h -8.4.
